AI-2 QS modul = modulators of Vibrio harveyi AI-2 quorum sensing system; 0.4% of 300,000 active; activity change, % at 7.5 µM; Vibrio harveyi JMH597 AI-2 luminescence/OD600 ratio, 9 h; stronger effect = lower value; strain lacks LuxN and CqsS sensors; 0 = neutral-control median; in the data active means activity change below about -75%, passing the limit was not always enough;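 further: luminescence divided by OD600 gain over 9 h not by final OD600 alone; inactives centre near 13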
TRPC4 potent = allosteric potentiators of mouse TRPC4 channel | 0.42% of 310,000 active | Q9QUQ5 | B-score at 10 µM | HEK293 TRPC4beta/mu-opioid, DAMGO EC20, Fluo-4 Ca2+ flux; stronger effect = higher value;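 active means B-score of calcium response area above 5 SD of library B-scores, with initial fluorescence ratio within 5 SD of library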;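 further: B-score of integrated fluorescence ratio over time as area under calcium response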
MrgX1 PAM = allosterically activates human MrgX1 receptor signaling. B-score at 10 µM. MrgX1-HEK293, Fluo-4 calcium flux, FDSS; stronger effect = higher value. 0.63% of 310,000 active;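 active means plate-corrected calcium response at least 3 library SD above typical, normal starting fluorescence, not activating the receptor alone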;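 further: compound read alongside a low EC10 to EC30 dose of BAM8-22 agonist; peak minus trough fluorescence over baseline measured at the second addition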
Target sequence (Q96LB2 whole entry, looked up): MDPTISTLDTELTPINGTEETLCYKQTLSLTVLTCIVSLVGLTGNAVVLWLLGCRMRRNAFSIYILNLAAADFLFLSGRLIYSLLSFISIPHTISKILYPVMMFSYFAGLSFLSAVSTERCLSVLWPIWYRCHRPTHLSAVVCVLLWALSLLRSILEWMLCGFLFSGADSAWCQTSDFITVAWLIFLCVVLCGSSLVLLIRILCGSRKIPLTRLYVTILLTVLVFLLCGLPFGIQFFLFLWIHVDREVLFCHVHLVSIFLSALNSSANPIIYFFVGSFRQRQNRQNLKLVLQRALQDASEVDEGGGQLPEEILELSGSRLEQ
TRPC4 agonist = activators of mouse TRPC4 channel. HEK293 TRPC4beta/mu-opioid, Fluo4 calcium fluorescence; stronger effect = higher value. Q9QUQ5. 0.49% of 310,000 active. B-score at 10 µM;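 active means B-score above 5 SD of library B-scores, and initial fluorescence ratio not above library mean plus 5 SD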;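 further: positive B-score marks a calcium rise read as TRPC4 activation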
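system = HEK293 cells stably co-expressing mouse TRPC4beta and mu-opioid receptor | schedule = Fluo4 dye loading 45 min at room temperature, 110 s recording | measure = B-scored integrated calcium fluorescence ratio | signal = Fluo4 calcium-sensitive dye fluorescence, kinetic, 1 Hz baseline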
MrgX1 antagonist = blocks BAM8-22 activation of human MrgX1 receptor; B-score at 10 µM; 1.3% of 310,000 active; MRGX1-HEK293 calcium flux, Fluo-4, BAM8-22 antagonism; stronger effect = lower value;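 active means calcium-response B-score plate-corrected more than 3 library SD below zero, starting fluorescence within 5 deviations, no agonist response on first addition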;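 further: peak minus trough fluorescence over baseline after final BAM8-22 challenge near maximal dose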
TRPC6 inh = blocks the mouse TRPC6 cation channel; B-score at 10 µM; 1.1% of 310,000 active; Q61143; HEK293-TRPC6, membrane potential dye, ACh-evoked depolarization; stronger effect = lower value;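 active means B-score under library mean minus 3 SD, initial fluorescence not abnormally high, positive integrated signal ratio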;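 further: B-score derived from integrated fluorescence ratio over the kinetic read; more negative B-score means stronger inhibition of depolarization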
PolyA inhibitor = inhibitors of polyadenylation in S. cerevisiae; S. cerevisiae SKY197-pL101 polyadenylation reporter, beta-gal luminescence; efflux-impaired pdr1/pdr3 knockout yeast; score 100 = 6 SD above DMSO; calls only at 12 µM; 0.02% of 300,000 active; AID 1875;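 active means lowest replicate activity score at least 50, where 100 means six control SD above control mean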;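 further: yeast exposed to compound for 9 h at 30 °C; higher score means more reporter readthrough which indicates perturbed polyadenylation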
TRPC4 inh = TRPC4 (mouse) channel inhibition; AID 2247; 0.39% of 300,000 active; Q9QUQ5; HEK293 TRPC4beta/mu-opioid, DAMGO-evoked Fluo4 calcium flux; stronger effect = lower value; B-score at 10 µM;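 active means B-score over 3 SD under the library average, no early fluorescence shift, positive overall ratio signal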
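Signal: kinetic Fluo4 fluorescence imaging of calcium influx. Material: stable TRPC4beta/mu-opioid receptor HEK293 cells. Probe or stimulus: DAMGO in two steps, submaximal then maximal.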
TRPC6 act = activates the mouse TRPC6 cation channel; B-score at 10 µM; 0.13% of 310,000 active; Q61143; HEK293-TRPC6 membrane potential dye fluorescence; stronger effect = higher value; AID 2550;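 active means B-score of the integrated fluorescence ratio above library mean plus 3 SD, and starting fluorescence ratio within library mean plus 5 SD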;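 further: higher score means more depolarization so channel activation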
HIF act = HIF pathway transcriptional activation; activation, % at 7.5 µM (by protocol); AID 1910; U2OS HRE-luciferase reporter, luminescence; normalized: DMSO 0%, desferrioxamine 100%; 0.32% of 300,000 active;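 active means mean activation of at least 10% of the iron chelator positive control signal, with at least half of replicates also reaching 10%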
MrgX1 ag = agonists of human MrgX1 receptor | AID 588627 | 0.44% of 310,000 active | B-score at 10 µM | MrgX1-HEK293 cells, Fluo-4 calcium fluorescence, agonist mode; stronger effect = higher value | Q96LB2;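 active means calcium response B-score plate-corrected fluorescence ratio at least 3 library SD, with starting fluorescence B-score inside 5 SD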
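Assay system: stable human MrgX1 HEK293 cell line. Quantity: 15,000 cells per well. Schedule: cells plated overnight, dye loaded 0.5 h 37 °C, 0.5 h room temperature. Detection: Fluo-4 NW calcium-flux fluorescence, kinetic read. Read-out basis: peak-minus-minimum fluorescence over baseline, converted to B scores. Control set: positive and negative control wells on each plate.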
Numbers without * were called inactive; i = inactive; / = no result given.

Compound | TRPC4 potent | TRPC6 act | TRPC4 inh | PolyA inhibitor | TRPC4 agonist | AI-2 QS modul | MrgX1 PAM | MrgX1 antagonist | HIF act | MrgX1 ag | TRPC6 inh
Cc1ccc(S(=O)(=O)NNC(=O)C2Cc3c(ccc4ccccc34)O2)cc1 (configuration not stated) | i | i | i | i | i | 16 | i | i | 1.1 | i | i
CCOC(=O)c1cnc2ncnn2c1N | i | i | i | i | i | 24 | i | i | -0.4 | i | i
CCN(CC(=O)NCc1cccs1)C(=O)c1ccc(OC)c(S(=O)(=O)N2CCOCC2)c1 | i | i | i | i | i | 8 | i | i | 0.0 | i | i
CC(OC(=O)[C@H](C)NC(=O)c1ccccc1Cl)C(=O)NCc1ccc2c(c1)OCO2 (some centres not stated) | i | i | i | i | i | 28 | i | i | -0.3 | i | i
Cc1cccc(C(=O)Nc2ccccc2C(=O)NCc2cccnc2)c1 | i | i | i | i | i | -9 | i | i | -0.1 | i | i
CCCn1c(SCC(=O)NC2CCCC2)nnc1-c1ccccn1 | i | i | i | i | i | -7 | i | i | -0.2 | i | i
Cc1nnc(NC(=O)C(c2ccccc2)c2ccccc2)s1 | i | i | i | i | i | 14 | i | i | -0.1 | i | i
Cc1onc(-c2ccccc2Cl)c1C(=O)Nc1ccc(S(=O)(=O)N2CCCC2)cc1 | 10* | i | i | i | i | 7 | i | i | / | i | i
COc1ccc2c(c1)c(C(C)=O)c(C)n2CCc1ccc(OC)c(OC)c1 | i | i | i | i | i | 9 | i | i | 1.8 | i | i
c1ccc2oc(Cc3ccc(Cc4nc5ccccc5o4)cc3)nc2c1 | i | i | i | i | i | -5 | i | i | -0.2 | i | i

Brought forward from above: 2 compounds; new compounds follow.
Compound | TRPC4 potent | TRPC6 act | TRPC4 inh | PolyA inhibitor | TRPC4 agonist | AI-2 QS modul | MrgX1 PAM | MrgX1 antagonist | HIF act | MrgX1 ag | TRPC6 inh
COc1ccc2c(c1)c(C(C)=O)c(C)n2CCc1ccc(OC)c(OC)c1 | i | i | i | i | i | 9 | i | i | 1.8 | i | i
c1ccc2oc(Cc3ccc(Cc4nc5ccccc5o4)cc3)nc2c1 | i | i | i | i | i | -5 | i | i | -0.2 | i | i
COc1ccc(CCNC(=O)Cn2cnc3c(cnn3C(C)(C)C)c2=O)cc1OC | 26* | i | i | i | i | 24 | i | i | -0.2 | i | i
Oc1ccc(Br)cc1-c1cc(-c2ccccc2F)[nH]n1 | i | i | i | i | i | 21 | i | i | 1.1 | i | i
O=c1cc(-c2cccc(F)c2)[nH]c2ccccc12 | i | i | i | i | i | 22 | i | i | 1.1 | i | i
CC(=O)Nc1ccc(S(=O)(=O)N2CCC(C(=O)NC3CC3)CC2)cc1 | i | i | i | i | i | 10 | i | i | -0.1 | i | i
Cn1nc(C(=O)N2CCN(C(c3ccccc3)c3ccccc3)CC2)c2ccccc2c1=O | i | i | i | i | i | 11 | i | i | 0.1 | i | i
Cc1cc([N+](=O)[O-])nn1CCCC(=O)N1CCN(c2ccc(F)cc2)CC1 | i | i | i | i | i | 16 | i | i | -0.1 | i | i
COc1cc(C(=O)NNC(=O)c2ccoc2C)cc(OC)c1OC | i | i | i | i | i | -6 | i | i | -0.2 | i | i
Cc1ccc(OCC(=O)Nc2nc(-c3ccccn3)cs2)c(C)c1 | i | i | i | i | i | 38 | i | i | 0.6 | i | i
CSc1ccc(CN2CCCC(CNC(=O)c3ccc(F)cc3)C2)cc1 (configuration not stated) | i | i | i | i | i | 8 | i | i | 0.1 | i | i
N#Cc1c(NC(=O)CCC(=O)O)sc2c1CCCCC2 | i | i | i | i | i | 22 | i | i | 0.5 | i | i
O=C(N/N=C/c1ccco1)c1cc(-c2ccncc2)nc2ccccc12 | i | i | i | i | i | 6 | / | / | 5.9 | / | i
CCCCSc1nc2sc3c(c2c(=O)n1-c1ccccc1)CCN(C)C3 | i | i | i | i | i | 6 | i | i | -0.9 | i | i
O=c1cc(CN2CCN(c3ccccn3)CC2)nc2sccn12 | i | i | i | i | i | 10 | i | i | 0.1 | i | i
Cc1cc(C(=O)CSc2nc(N)cc(=O)[nH]2)c(C)n1-c1cccc(F)c1 | i | i | i | i | i | 21 | i | i | 0.2 | i | i
Cc1ccc(C23CC4CC(CC(C(=O)NC(C(=O)O)C(C)C)(C4)C2)C3)cc1 (configuration not stated) | i | i | i | i | i | 22 | i | i | -0.2 | i | i
CC(=O)OCC(=O)[C@@]1(O)CC[C@H]2[C@@H]3C[C@H](C)C4=CC(=O)C=C[C@]4(C)[C@H]3[C@@H](O)C[C@@]21C | i | i | i | i | i | 2 | i | i | -0.4 | i | i
COc1ccc(CN(C)CC2CCCN(CCc3ccc(Cl)cc3)C2)cc1OC (configuration not stated) | i | i | i | i | i | 10 | i | i | -10 | i | i
COc1cccc(C(C(=O)NC2CCCC2)N(C(=O)c2ccco2)c2ccccc2F)c1OC (configuration not stated) | i | i | i | i | i | 30 | i | i | -0.2 | i | i
CC(C)(C)n1nc2c(c1NC(=O)c1ccccc1C(F)(F)F)CS(=O)(=O)C2 | i | i | i | i | i | -4 | i | i | -0.7 | i | i
O=[N+]([O-])c1cccc(Nc2c([N+](=O)[O-])ccc3nonc23)c1 | i | i | i | i | i | 26 | i | i | 1.3 | i | i
CC(=O)c1cccc(NC(=O)Cn2cnc(S(=O)(=O)N3CCCCC3)c2)c1 | i | i | i | i | i | 17 | i | i | 0.2 | i | i
CCOc1ccc(C2CC(c3ccc(CC)cc3)Nc3nc(N)nn32)cc1 (configuration not stated) | i | i | i | i | i | 14 | i | i | 0.7 | i | i
CCOc1ccc(/C=C(\C#N)C(=O)Nc2ccccn2)cc1 | i | i | i | i | i | 11 | i | i | 0.4 | i | i
COc1cccc(N=C2SC(CC(=O)Nc3ccccc3)C(=O)N2Cc2ccccn2)c1 (configuration not stated) | i | i | i | i | i | 14 | i | i | 1.1 | i | i
Cc1cccc(NC(=O)c2cc([N+](=O)[O-])ccc2N2CCN(C)CC2)c1 | 21* | i | i | i | i | -2 | i | i | -0.4 | i | i
O=C(CN(C1CCCCC1)S(=O)(=O)c1ccc(Cl)cc1)NCc1ccncc1 | i | i | i | i | i | 14 | i | i | 0.0 | i | i
CC1(C)Cc2c(sc(/N=C/N3CCCC3)c2C#N)C(C)(C)N1 | i | i | i | i | i | 2 | i | i | -0.1 | i | i
CCN(CC)C(=O)CN(c1cccc(C(F)(F)F)c1)S(C)(=O)=O | i | i | i | i | i | 16 | i | i | -0.6 | i | i
COCC(=O)Nc1ccc2c(c1)OCC(=O)N2Cc1ccccc1F | i | i | i | i | i | -2 | i | i | 0.7 | i | i
Cc1ccc(S(=O)(=O)NCCC(=O)Oc2ccc3ccc(=O)oc3c2)cc1 | i | i | i | i | i | 15 | i | i | -0.4 | i | i
COC(=O)C1=CN(CC2CCCO2)C=C(C(=O)OC)C1c1cccc(O)c1 (configuration not stated) | i | i | i | i | i | 20 | i | i | 0.0 | i | i
C=CCN(c1ccc(C(=O)NCCCn2ccnc2)cc1)S(C)(=O)=O | i | i | i | i | i | 5 | i | i | -0.2 | i | i
Cc1ccc2oc(=O)n(Cc3ccc(OC(C)C)cc3)c2c1 | i | i | i | i | i | / | i | i | -0.4 | i | i
O=c1[nH]ncn1-c1ccccc1C(F)(F)F | i | i | i | i | i | -6 | i | i | -0.5 | i | i
COc1ccc(OC(=O)CCc2c[nH]c3ccccc23)cc1 | i | i | i | i | i | 43 | i | i | 0.0 | i | i
Cn1c(=S)[nH]c2[nH]c(=O)cnc2c1=O | i | i | i | i | i | 6 | i | i | -0.1 | i | i
COC(=O)c1[nH]nc(-c2ccccc2)c1-c1ccccc1 | i | i | i | i | i | 22 | i | i | -0.7 | i | i
COc1ccc(NS(=O)(=O)c2ccc(N/N=C(\C)c3ccncc3)c([N+](=O)[O-])c2)cc1 | i | i | i | i | i | 16 | i | i | -0.9 | i | i
O=C(CSc1nc2nc3c(cc2c(=O)n1-c1ccccc1)CCCC3)Nc1cccc2ccccc12 | i | i | i | i | i | 10 | i | i | 0.0 | i | i
CN1CCn2c1nc(N1CCCCC1)nc2=O | i | i | i | i | i | 4 | i | i | -0.5 | i | i
COc1ccc2c(CC(=O)OCC(=O)N3CCc4ccccc43)coc2c1 | i | i | i | i | i | 15 | i | i | 0.6 | i | i
Cc1nnc(OCC(=O)NCCC2=CCCCC2)c2ccccc12 | i | i | i | i | i | -44 | i | i | 0.0 | i | i
CCCOc1ccc(C2C(C#N)=C(N)Oc3nc[nH]c(=O)c32)cc1OC (configuration not stated) | i | i | i | i | i | 1 | i | i | 0.9 | i | i
COc1ccc(C(=O)N/N=C\c2ccoc2)cc1 | i | i | i | i | i | 1 | i | i | 0.9 | i | i
O=C(NCc1ccc(Cl)cc1)c1ccc(CNc2c(N3CCCC3)c(=O)c2=O)cc1 | i | i | i | i | i | 9 | i | i | -0.8 | i | i
Cc1ccccc1NC(=O)NNC(=O)OC(C)(C)C | i | i | i | i | i | 12 | i | i | -0.2 | i | i
CC1CCN(CCCCOc2cccc(Br)c2)CC1 | i | i | i | i | i | 3 | i | i | -0.7 | i | i
Cc1nc(SCC(=O)NCCc2ccccc2)c2oc3ccccc3c2n1 | i | i | i | i | i | 8 | i | i | -0.2 | i | i
CC(=O)c1ccc(S(=O)(=O)N2CCCC(N(C)CCc3ccccn3)C2)cc1 (configuration not stated) | i | i | i | i | i | 7 | i | i | -0.8 | i | i
CCOC(=O)C1(CC2CC2)CCN(Cc2cn[nH]c2-c2ccccc2)CC1 | i | i | -8* | i | 48* | 23 | i | i | 0.3 | i | i
COc1ccc(CCC(=O)OCC(=O)Nc2ccccc2OC(F)F)cc1OC | i | i | i | i | i | 2 | i | i | -0.1 | i | i

This is a subset; count on the stated rates, not on these rows.
